Screens (PubChem BioAssay)
A549 viability: Nrf2 qHTS screen for inhibitors: counterscreen for cytotoxicity | Potency, µM (highest dose often 46 µM), for inactives: top-dose activity change, negative = cytotoxicity, hits mostly inhibitors | hit rate 0.16% among 390,000 | A549 ARE-Fluc cells, CellTiter-Fluor viability, 18-24 h; note: % is set by controls: 0 for no effect and ±100 for the full control effect
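A549 ARE-Fluc cells in 5% FBS OPTI-MEM, 5000 cells/well, rested 2 h then exposed to compounds in concentration-response for 18-24 h at 37 °C. Viability by CellTiter-Fluor fluorescence (Ex 405/Em 525) after 30 min; luciferase luminescence (BugLite, 15 min, RT) read afterwards.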
TGFb inhibitor: qHTS for Inhibitors of TGF-b; HepG2 CAGA-GFP TGF-b/SMAD3 reporter, GFP fluorescence, 18 h; TGF-beta stimulated, 500 pg/mL final; Potency, µM (titrated, usually from 46.1 µM), for the others: at the highest dose activity, negative = inhibition, usual class: inhibitors; hit rate 1.2% among 410,000; AID 588855, 2011; note: % is set by controls: 0 for no effect and ±100 for the full control effect; nearly all actives have a fitted effect of over 65% in size
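First, reporter cells (HEPG2 CAGA-GFP) rested 2 h at 37 degrees C. Next, compounds were pinned in and TGF-beta added to 500 pg/mL final. After 18 h, GFP was imaged per cell and summed per well.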
Nrf2 activator: qHTS of Nrf2 Activators | AREc32 ARE-luciferase reporter (MCF7-derived line), luminescence, 24 h | Potency, µM (doses to about 46.1 µM), without a hit: top-dose activation, usual class: activators | hit rate 0.31% among 410,000; note: % of control where 0% means no effect; nearly all actives have a fitted effect of over 65% in size
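Reporter line AREc32 (ARE-Fluc), seeded overnight in OPTI-MEM with 5% FBS; compound pin-transferred, 24 hr at 37 deg C, 5% CO2; luminescent read-out.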
Starred values were filed as active, the others as inactive; ? = inconclusive; [ ] = another dose, or the depositor's remark. Calls come from the whole dose curve; as a rule, active = well fitted curve in the direction sought with a large enough effect; inconclusive = small, poorly fitted or top-dose-only effect, or another doubt; inactive = no such curve, though single readings can be large; an effect the other way counts as inactive or inconclusive. Potency is the fitted concentration of half-maximal effect.

SMILES | A549 viability | TGFb inhibitor | Nrf2 activator
CCCNC(=O)CSc1c(CCC)cnc2c1c(=O)n(C)c(=O)n2C | 6% | 4% | -0.4%
Clc1ccc(CCNc2ncnc3c2c(-c2ccccc2)cn3-c2ccccc2)cc1 | -2% | ? | 6.0%
Cc1ccc(-n2ncc3c(NCCCn4ccnc4)ncnc32)cc1C | 5% | -6% | 9.1%
CC(C)CC(=O)Nc1cc(-c2ccccc2F)nn1-c1ccccc1 | -3% | 4% | -1.1%
CCC(=O)Nc1ccc(S(=O)(=O)NCc2ccc3c(c2)CCN3C(=O)c2ccc(C)cc2)cc1 | -9% | ? | 5.7%
CC(C)CCNS(=O)(=O)c1ccc(N2CCCCS2(=O)=O)cc1 | -3% | ? | -0.8%
COc1cc(OC)c(OC)cc1CN1CCc2nc(Nc3ccc4c(c3)OCCO4)ncc2C1 | 0% | -21% | 1.0%
O=C(NCCCN1CCN(c2cccc(Cl)c2)CC1)c1ccc2nc(Cc3ccccc3)oc2c1 | ? | ? | 0.1%
Cc1nc(-c2cccc(NC(=O)Nc3ccccc3C(F)(F)F)c2)no1 | -1% | -5% | 0.1%
COc1cccc(OCC(=O)NCCS(=O)(=O)N2CCN(c3ccccc3F)CC2)c1 | 0% | -19% | 3.0%
Cc1cc(C)cc(-n2c(C)nc3cc(C(=O)NCc4ccc(F)cc4)ccc32)c1 | 7% | ? | 2.9%
COc1cccc(CNC(=O)CN2C(=O)N(c3cccc(Cl)c3)S(=O)(=O)c3ccccc32)c1OC | -13% | -7% | -0.3%
CCOc1cc(CNC(=O)C2CCN(c3nc4ccccc4[nH]3)CC2)cc(OCC)c1OCC | 15% | 0% | 0.1%
CCN(CC)C(=O)c1sc2c(c1C)c(=O)n(-c1ccc(C)c(C)c1)c(=O)n2CC(=O)Nc1ccc(F)cc1 | -18% | -1% | 0.8%
CCC(C)NC(=O)CCCN1C(=O)CCn2nc(-c3cccn3C)cc21 (stereo unspecified) | 12% | -6% | -1.3%
CCOc1ccc(NC(=O)NCCn2nnc3cc(S(=O)(=O)N(C)C)ccc32)cc1 | -2% | -25% | 0.4%
Nc1ncc(S(=O)(=O)NCc2ccccc2)cn1 | -3% | 4% | -1.1%
COc1ccc(CCNC(=O)c2ccc3c(c2)ncn3-c2ccc(C(C)C)cc2)cc1OC | -15% | ? | 0.3%
CCOC(=O)c1c(S(=O)(=O)N2CCC(C(=O)Nc3ncccc3C)CC2)c(C)n(C)c1C | 1% | -7% | -1.2%
COc1ccc(-c2noc(N3CCC(C(=O)N4CCN(c5ccccc5OC)CC4)CC3)n2)cc1 | -16% | ? | -2.4%
COc1ccc(C)cc1NC(=O)C(Cc1ccccc1)NS(=O)(=O)c1cccs1 (stereo unspecified) | 6% | ? | 3.1%
COc1ccc(OC)c(NC(=O)C2CCN(S(=O)(=O)c3c(C)noc3/C=C/c3ccc(C)cc3)CC2)c1 | -4% | ? | -0.1%
COc1ccc(N2CCN(C(CNC(=O)c3ccc(C)cc3)c3ccc4c(c3)OCO4)CC2)cc1 (stereo unspecified) | -17% | ? | 0.5%
O=C(O)c1cc(-n2c(/C=C\c3ccc(F)cc3)nc3ccccc3c2=O)ccc1Cl | -2% | ? | -1.7%
COc1ccc(C(=O)NCC(c2cccs2)S(=O)(=O)c2ccc(C)cc2)cc1 (stereo unspecified) | -13% | -1% | 3.9%
Cc1c(C(=O)Nc2ccc(F)c(F)c2)oc2ccc(S(=O)(=O)N(C)C3CCCCC3)cc12 | 1% | ? | -0.5%
CCN(CC)c1ccc(CNS(=O)(=O)c2cc3c(cc2C)NC(=O)CO3)cc1 | 17% | ? | 1.3%
CCOc1ccc(C(=O)Nc2ccc3c(c2)CCCN3S(=O)(=O)c2ccc(C)cc2)cc1 | -8% | ? | 0.7%
COc1cccc(CNC(=O)c2cnc(N3CCCCC3)c3ccccc23)c1 | -3% | -18% | 0.2%
CCCCc1nn2c(=O)cc(COC(=O)c3cccc(NC(=O)CCc4ccccc4)c3)nc2s1 | 0% | ? | -1.4%
O=C(Nc1ccccc1C(F)(F)F)c1ccc(F)c(S(=O)(=O)N2CCc3ccccc3C2)c1 | 5% | 1% | -0.5%
CCOC(=O)CNC(=O)N1CCCN(S(=O)(=O)c2ccc3c(ccn3CC)c2)CC1 | 13% | -10% | -1.9%
CC(CNC(=O)c1ccc2nc(CCc3ccccc3)oc2c1)c1ccccc1 (stereo unspecified) | 1% | 10% | -0.4%
CC1CCC(N2CC(=O)N(C3CCCCC3)C(c3ccc(F)cc3)C2=O)CC1 (stereo unspecified) | 3% | -8% | 3.8%
CCOc1ccc(CC(=O)NCCc2sc(-c3cccc(F)c3)nc2C)cc1 | -7% | ? | 4.0%
Fc1ccc(-c2nn(-c3ccc(Cl)cc3)c3c2cnc2ccc(F)cc23)cc1 | 4% | 17% | -1.2%
O=C(Nc1c2c(nn1-c1ccc(Cl)cc1)CS(=O)(=O)C2)c1cccc(Cl)c1 | -16% | ? | -0.4%
CCCCc1nn2c(=O)cc(COC(=O)c3ccc(NC(=O)c4ccccc4Cl)cc3)nc2s1 | -6% | -6% | -0.6%
CCc1ccc(NC(=O)N2CCN(Cc3nc4ccc(C)cc4o3)CC2)cc1 | -5% | -17% | 6.8%
COc1cccc(NC(=O)CCc2nc3c(C)nn(-c4ccc(C)cc4)c3n(C)c2=O)c1 | 9% | -6% | 0.2%
Cc1csc2nc(COC(=O)c3ccccc3NC(=O)c3cccc(Br)c3)cc(=O)n12 | -3% | -1% | -1.0%
Cc1ccc(CSC2=Nc3ccccc3C3=NC(CC(=O)NCc4cccs4)C(=O)N23)c(C)c1 (stereo unspecified) | ? | 32%[activator] | -0.7%
CCc1nn2c(=O)cc(COC(=O)c3ccc(NC(=O)COc4ccccc4C)cc3)nc2s1 | 0% | -2% | -1.0%
Cc1cc(C)cc(NC(=O)c2cc(S(=O)(=O)N3CCCC3)ccc2F)c1 | 21% | 0% | 6.5%
Cc1cccc(C(=O)Nc2ccc(C(=O)OCc3cc(=O)n4c(C)csc4n3)cc2)c1 | ? | ? | 0.0%
COc1ccc(Nc2cc(C(=O)NCCCN3CCN(c4ccc(OC)cc4)CC3)c3ccccc3n2)cc1 | ? | -21% | -4.3%
CCOC(=O)CSC1=Nc2ccccc2C2=NC(CCC(=O)NCc3ccc(OC)cc3)C(=O)N12 (stereo unspecified) | 4% | ? | -0.2%
Cc1ccc(C)c(N2CCN(CCCNC(=O)Nc3cc(Cl)ccc3C)CC2)c1 | 1% | -1% | -1.1%
CCN(CC)C(=O)c1sc2c(c1C)c(=O)n(Cc1ccccc1)c(=O)n2Cc1ccc(Cl)cc1 | -11% | -17% | 1.2%
CCOC(=O)c1cc(-c2ccccc2)n(-c2cccc(C(=O)Nc3cccc(C)c3)c2)c1C | 18% | -14% | 0.3%

A draw from above in order of molar mass, descending.
SMILES | A549 viability | TGFb inhibitor | Nrf2 activator
COc1ccc(Nc2cc(C(=O)NCCCN3CCN(c4ccc(OC)cc4)CC3)c3ccccc3n2)cc1 | ? | -21% | -4.3%
Cc1csc2nc(COC(=O)c3ccccc3NC(=O)c3cccc(Br)c3)cc(=O)n12 | -3% | -1% | -1.0%
CCN(CC)C(=O)c1sc2c(c1C)c(=O)n(Cc1ccccc1)c(=O)n2Cc1ccc(Cl)cc1 | -11% | -17% | 1.2%
CCOC(=O)CSC1=Nc2ccccc2C2=NC(CCC(=O)NCc3ccc(OC)cc3)C(=O)N12 (stereo unspecified) | 4% | ? | -0.2%
CCc1nn2c(=O)cc(COC(=O)c3ccc(NC(=O)COc4ccccc4C)cc3)nc2s1 | 0% | -2% | -1.0%
Cc1cccc(C(=O)Nc2ccc(C(=O)OCc3cc(=O)n4c(C)csc4n3)cc2)c1 | ? | ? | 0.0%
COc1cccc(NC(=O)CCc2nc3c(C)nn(-c4ccc(C)cc4)c3n(C)c2=O)c1 | 9% | -6% | 0.2%
O=C(Nc1c2c(nn1-c1ccc(Cl)cc1)CS(=O)(=O)C2)c1cccc(Cl)c1 | -16% | ? | -0.4%
Cc1ccc(C)c(N2CCN(CCCNC(=O)Nc3cc(Cl)ccc3C)CC2)c1 | 1% | -1% | -1.1%
CCc1ccc(NC(=O)N2CCN(Cc3nc4ccc(C)cc4o3)CC2)cc1 | -5% | -17% | 6.8%
Cc1cc(C)cc(NC(=O)c2cc(S(=O)(=O)N3CCCC3)ccc2F)c1 | 21% | 0% | 6.5%

Next entries
SMILES | A549 viability | TGFb inhibitor | Nrf2 activator
O=C(Nc1ccc(Cl)cc1)c1cc(S(=O)(=O)NC2CCCCCC2)ccc1F | ? | 8.9µM* | -2.3%
COc1ccc(NS(=O)(=O)c2ccc(-n3cccn3)cc2)cc1OC | -3% | ? | -0.5%
COc1ccc(N(Cc2nnc3n2CCCCC3)C(=O)Nc2cccc(C)c2)cc1Cl | 3% | 15% | -0.8%
Cc1ccc(CNC(=O)c2ccc(NC(=O)N3CCSc4ncccc43)cc2)cc1 | 7% | -1% | 5.3%
CNc1ncnc2c1cnn2-c1ccc(C)c(C)c1 | -1% | 49%[activator] | 3.1%
COc1ccc(CNC(=O)CSCc2ccc(C)cc2)c(OC)c1 | 16% | -15% | 0.0%
CN(C)CCNC(=O)c1ccc2c(c1)NC(=O)C(CS(=O)(=O)Cc1cccc(Br)c1)N2 (stereo unspecified) | -2% | -4% | 1.9%
CCOc1ccc(-c2cc3c(=O)n(CC(=O)Nc4c(C)cccc4C)ccn3n2)cc1 | 3% | -2% | 0.3%
Cc1oc(-c2ccc(C(=O)NCc3ccccc3Cl)cc2)nc1CN1CCc2ccccc21 | 0% | -12% | 0.5%
Cc1ccc(CNC(=O)C(=O)NCC(c2ccc3c(c2)OCO3)N2CCOCC2)cc1 (stereo unspecified) | 7% | 0% | -0.9%
CCN(CCCNC(=O)c1ccc(Sc2ccc(C)cc2)c(NC(C)=O)c1)c1cccc(C)c1 | ? | -3% | -0.9%
CCCc1nn2c(=O)cc(COC(=O)c3ccccc3NC(=O)c3ccc(OCC)cc3)nc2s1 | 1% | -9% | 0.3%
Cc1nn(CCC(=O)Nc2ccc(Cl)cc2)c(C)c1S(=O)(=O)N1CCCCC1 | 2% | ? | 3.9%
CCOc1ccc(C(c2c(O)cc(C)n(Cc3ccco3)c2=O)N2CCCCC2)cc1 (stereo unspecified) | -10% | 14% | 0.2%
COc1cccc(NC(=O)CSc2nc3c([nH]c4ccccc43)c(=O)n2-c2cccc(Cl)c2)c1 | -19% | -3% | 5.4%
Cc1ccc(-n2c(SCC(=O)N3CCc4ccccc43)nc3c([nH]c4ccccc43)c2=O)cc1 | 4% | -3% | 0.7%
O=C(Cn1nc2c(cc1=O)CCCC2)Nc1ccc(F)cc1F | 4% | -3% | 2.4%
COc1cccc(C(=O)Nc2ccccc2C(=O)OCc2cc(=O)n3c(C)csc3n2)c1 | 0% | -13% | -0.6%
COc1ccc(Cl)cc1-n1cc(-c2ccccc2)nc1SCC(=O)Nc1ccc(C)cc1 | -2% | -29% | 0.6%
CCOCCc1nn2c(=O)cc(COC(=O)c3ccccc3NC(=O)C3CCCCC3)nc2s1 | -1% | 1% | -0.5%
CCOC(=O)c1ccc(Nc2nn3c(=O)c4ccccc4nc3s2)cc1 | 7% | 5% | 0.4%
Cc1nc(-c2ccc(F)cc2)sc1CCNC(=O)c1cccs1 | 12% | -20% | 6.3%
Oc1c(C(c2ccccc2)N2CCCC2)sc2nc(-c3ccco3)nn12 (stereo unspecified) | 4% | 5% | 0.1%
COCCn1c(C)cc(O)c(C(c2ccccc2)N2CCCCC2)c1=O (stereo unspecified) | 10% | 2% | -1.3%
COc1ccc(-c2cccc(NS(=O)(=O)c3ccc(NC(C)=O)cc3)c2)nn1 | -1% | -23% | 1.4%
COc1ccc(Cl)cc1S(=O)(=O)N1CCN(Cc2cccc(F)c2)CC1 | 10% | -34% | 4.4%
CCN1CCN(C(=O)c2ccc3c(c2)N(Cc2cccc(Cl)c2)C(=O)c2ccccc2S3=O)CC1 (stereo unspecified) | 7% | -30% | 0.2%
Oc1c(C(c2cccc(Br)c2)N2CCCC2)sc2nc(-c3ccco3)nn12 (stereo unspecified) | 4% | -19% | 0.1%
CCC(C)NC(=O)C1CCC(CNS(=O)(=O)c2ccc(Cl)cc2)CC1 (stereo unspecified) | 12% | 0% | -0.1%

Some of the compounds tested; count on the stated rates, not on these rows.
